Screens: PubChem BioAssay, NCI
NCI-60 one-dose screen, 48 h, at 10 µM unless noted. Numbers give growth in % (100 = growth as untreated, 0 = no growth, -100 = all killed).
SF-539: SF-539 CNS cancer | hit rate 6.8% among 81,000
TK-10: TK-10 renal cancer cells | hit rate 3.9% among 81,000
SF-295: SF-295 CNS cancer cells. hit rate 5.6% among 79,000
U251: U251 CNS tumor cells | hit rate 5.4% among 80,000
786-0: 786-0 renal cancer cells; hit rate 5.1% among 81,000
PC-3: PC-3 prostate cancer cells. hit rate 3.9% among 80,000
SN12C: SN12C renal cancer cells | hit rate 3.8% among 81,000 | AID 1794767
DU-145: DU-145 prostate cancer | hit rate 4.2% among 81,000
UO-31: UO-31 renal cancer; hit rate 5.2% among 81,000; AID 1794768
The depositor's hits bear a star; . = not tested or not shown; & = joins results of further samples; ! = a repeat was not active. The calls were made as follows: active = growth percent below 10; inactive = the rest.

SMILES	SF-539	TK-10	SF-295	U251	786-0	PC-3	SN12C	DU-145	UO-31
CCCCCCCCCCNCCC (tested in a mixture with another compound)	109	121	110	102	107	95	97	107	94
O=C(N1CCCCCC1)N1CC1	107	115	110	104	101	98	92	113	88
CC(=O)Oc1ccc(/C=C/c2cc(OC(C)=O)cc(OC(C)=O)c2)cc1	70	95	88	68	80	52	83	61	51
Cc1ccncc1/C=N/O	95	93	104	92	101	77	.	103	93
C1CCN(C2CCNCC2)C1	88	92	106	92	106	90	101	108	90
CC[C@H](C)[C@H](NC(=O)c1ccccn1)C(=O)N(C)[C@H](C[C@@H](OC(C)=O)c1nc(C(=O)NC23C4C5C2C2C3C4C52C(=O)OC)cs1)C(C)C (stereo partly specified)	99	97	89	99	99	89	91	90	90
CCOP(=O)(OCC)C(C#N)OC(C)(C)C (stereo unspecified)	103	104	117	100	112	100	105	106	95
N#C/C=C/C#N	110	114	126	107	111	94	100	121	86
CCCCCCCCCCCCCCCCCCOc1ccccc1COP(=O)(O)OOCC[N+](C)(C)C	7.7*	3.6*	27	-59*	9.6*	-25*	-6.0*	9.3*	39
CC12OOC(c3ccccc31)c1c2ccc2ccccc12 (stereo unspecified)	83	-43*	82	50	66	-74*	94	-95*	-95*
COP(=O)(OC)C(O)C(Cl)(Cl)Cl (stereo unspecified)	99&87	111&111	124&104	99&63	112&93	92&88	111&85	110	91&91
CNC(=O)Oc1ccc(C(=O)OC)cc1	96	110	100	.	96	97	104	108	91
CC[CH2][Sn]([Cl])([Cl])[CH2]CC	80	57	96	39	74	103	74	106	77
C/C(=N/OC(=O)N(C)C)c1ccc(Cl)cc1Cl	96	89	99	.	100	118	97	109	81
C[C@H](N)[C@H](O)c1ccccc1	100	136&97	132&102	104&110	94&99	90&103	101&95	112	74&99
CCCCCN(CCCCC)CC(O)c1cc(Cl)ccc1OC (stereo unspecified)	53	73	24	38	25	24	53	40	25
CCCCN1CCCC[C@@H]1C(=O)N[C@H](C(=O)N(C)[C@H](CCc1nc(C(=O)N[C@@H](Cc2ccccc2)C[C@H](C)C(=O)OC)cs1)C(C)C)[C@@H](C)CC	84	69	26	58	67	41	78	79	48
Cc1nn(Cc2ccccc2)c(C)c1C1(O)CC(CSC#N)OC1=O (stereo unspecified)	151	138	123	110	109	90	98	104	105
Oc1ccc(Br)cc1CN1CCN(Cc2cccc(F)c2)CC1	94	88	80	92	118	91	94	81	64
CC12CCC3C(CCC4=CC(=O)CCC43C)C1C/C(=C\c1ccc(N(CCCl)CCCl)cc1)C2=O (stereo unspecified)	88	89	96	93	98	69	83	101	77
Clc1ccc(CO/N=C(\Cn2ccnc2)c2ccc(Cl)cc2Cl)c(Cl)c1	-55*	-1.8*	-13*	-21*	-45*	4.2*	2.1*	21	-3.0*
Fc1ccc2c(c1)c(-c1nc(-c3c[nH]c4ncccc34)cs1)cn2CCCCN1CCCCC1	-82*	-86*	-61*	-88*	-94*	-87*	-84*	-93*	-87*
COc1cc(C(=O)N/N=C/c2ccc(N(CCCl)CCCl)cc2)cc(OC)c1OC	87	95	75	80	114	85	89	89	70
CCN(CC)CCOc1c(C(C)C)cccc1C(C)C	116	110	94	99	100	101	105	.	94
C[C@]12CCC(=O)C=C1CCC1C2CC[C@]2(C)C(=O)/C(=C/c3cnc[nH]3)CC12 (stereo partly specified)	99	110	87	105	81	85	103	116	88
c1ccc([As]=[As]c2ccccc2)cc1 (stereo unspecified)	-67*	-86*	44	-99*	-90*	-23*	-21*	-6.1*	-96*
CCCC(C)C1(CC)C(=O)NC(=S)NC1=O (stereo unspecified)	106	101	101	98	102	90	102	106	85
O=C1NC2(CCNCC2)Nc2ccccc21	114	98	107	91	107	89	99	108	89
Cn1cnnc1[S-].[Au+].c1ccc([PH+](c2ccccc2)c2ccccc2)cc1	15	-44*	79	-43*	1.8*	24	16	34	49
COc1cc(C=C2C(=O)N(C)C(=O)N(C)C2=O)cc(OC)c1O	112	108	.	102	115	100	99	110	87
Clc1ccc(CSc2ncc(Br)c(N3CC3)n2)cc1	110	109	92	95	105	91	90	108	61
O=[N+]([O-])c1cc[n+]([O-])c2ccccc12	-35*	-23*	-18*	-26*	-49*	-11*	-28*	.	-30*
COC(=O)CN(C)P(=O)(N1CC1)N1CC1	102	100	98	106	106	101	96	111	101
CCOC(C(=O)O)(c1ccccc1)c1ccccc1	.	86	97	86	96	94	102	113	86
CN[C@]1(c2ccccc2Cl)CCCC[C@H]1NCCCc1ccccc1	98	105	99	93	92	87	96	113	68
O=C(CC1(O)C(=O)N(Cc2ccccc2)c2ccccc21)c1ccc(C(=O)NCC2CCC3(CC2)OOC2(CCCCC2)OO3)cc1 (stereo unspecified)	-83*	-93*	11	-77*	-73*	-61*	-61*	-100*	-81*
CCNP(=O)(OCC)OCC	105	98	102	97	99	99	100	115	92
COc1cc(OC)c(S(=O)(=O)N(CCCl)CCCl)cc1C1=NN(C(N)=S)C(c2ccc(Cl)cc2)C1 (stereo unspecified)	84	118	103	82	80	59	90	96	57
CC(=O)O[C@H]1CC[C@H]2[C@@H]3CC=C4c5nc(Cc6ccccc6)sc5CC[C@]4(C)[C@H]3CC[C@]12C	78	101	85	63	89	75	87	99	98
CCOC(=O)C1C2c3ccccc3C(C1C(=O)OCC)[n+]1ccccc12 (stereo unspecified)	93	101	100	106	104	89	99	122	72
O=C1CC(=O)N(c2ccccc2)C(=O)N1	97	105	133	106	109	101	95	117	88
O=C(O)c1c(Cl)n(Cc2ccc(Cl)cc2)c2ccc(O)cc12	95	124	93	99	100	93	97	116	64
CC12Cc3cnoc3C=C1CCC1C2CCC2(C)C1CCC2(C)O (stereo unspecified)	86	84	93	73	88	63	88	95	70
CN1CCN(c2ncnc3[nH]ccc23)CC1	101	73	95	101	95	97	98	114	70
CN1CCc2cc3c(cc2C1O)OCO3 (stereo unspecified)	93&33	111&112	95&87	103&91	92&100	89&77	100&112	103&101	83&101
C/C=C/CC(C)C(O)[C@H](NC(=O)[C@@H]1CCCN1C(=O)C(C)(C)NC(=O)CCCCCCCCC)C(=O)N[C@@](C)(CC)C(=O)N[C@@H](CCC(N)=O)C(=O)N[C@H](CCC(N)=O)C(=O)NC(C)(C)C(=O)NC(C)(C)C(=O)N[C@@H](CCC(N)=O)C(=O)N[C@H](CC(C)C)C(=O)N[C@H](CO)CC(C)C (stereo partly specified)	-69*!	97&60	-30*	-89*!	-40*!	32&21	12&19	-42*	63&39
Cc1ccc(O)cc1C	100	96	108	97	99	96	101	104	91
C[C@H]1C[C@@H]2[C@H](CC[C@]3(C)C(=O)CC[C@@H]23)[C@H]2CCC(=O)C=C12	95	95	93	99	93	85	102	111	86
Oc1c(Cl)cc(Cl)cc1Cl	100	93	102	98	100	103	102	105	89
Oc1c(F)c(F)c(F)c(F)c1F	102	92	98	87	91	84	94	102	94
COc1cccc(C=C(C#N)C#N)c1	115	100	100	104	104	98	102	107	97
C1CCC(N2CCOCC2)CC1	107&93&104	107&101&103	116&92&104	104&90&99	106&86&108	92&96&103	109&94&105	108&102&141	101&86&80
COP(=S)(N1CC1)N1CC1	94	110	104	108	105	92	112	123	84
CCOC(=O)CC(SP1(=S)OCC2(CC=CCC2)CO1)C(=O)OCC (stereo unspecified)	99	105	.	100	108	88	102	111	75
CC(=O)O[C@H]1CC[C@@]2(C=O)C(=CC[C@@H]3[C@@H]2CC[C@]2(C)C(=O)CC[C@@H]32)C1	94	109	103	97	106	83	105	114	76
O=P(Oc1cccc2ccccc12)(N1CC1)N1CC1	102	118	.	102	110	86	102	103	78
CNC(C)(C)Cc1ccccc1	111	117	111	100	108	97	101	118	85
N#CC1=C(C#N)C(=O)C(Cl)=C(Cl)C1=O	110	102	106	.	107	98	102	115	91
Cc1cccc(C)c1NC(=O)CN1CCCC1=O	115	114	101	100	107	92	103	125	92
ClCCN(CCCl)C(c1ccccc1)c1ccc(Cl)cc1 (stereo unspecified)	72	81	75	83	88	52	41	70	104
Carrying on.
SMILES	SF-539	TK-10	SF-295	U251	786-0	PC-3	SN12C	DU-145	UO-31
C[n+]1c(/C=C/c2ccc(N(CCCl)CCCl)cc2)sc2ccccc21	45	97	56	30	50	36	37	45	97
CCCC(=O)NC1=C(N2CC2)C(=O)C(NC(=O)CCC)=C(N2CC2)C1=O	35	114	23	77	77	74	45	23	60
Cc1ccc(C(Cc2ccccc2)N2CCCC(C)C2)cc1 (stereo unspecified)	105	99	88	103	90	91	97	104	79
c1ccc2c(C3N4CCCN3CC4)c[nH]c2c1 (stereo unspecified)	94	114	95	95	101	72	96	111	58
O=C(CCN1CC=C(c2ccccc2)CC1)NCc1ccccc1	125	112	91	97	113	96	98	130	90
COc1ccc(/C=C\c2cc(OC)c(OC)c(OC)c2)c(NS(=O)(=O)c2ccc(C)cc2)c1O	1.5*	65	17	21	19	36	36	-14*	53
O=C1NC(=O)C(C2CCCCCC2)C(=O)N1	100	109	116	105	106	106	109	121	96
CCc1cc2c(cc1O)C(C)(C)CCC2(C)C	108	96	88	100	94	96	100	110	89
O=C(O)C(Cl)(Cl)CCl	107	106	113	97	97	101	107	121	82
Cc1ccc(N)cc1C	101	80	102	111	107	87	104	108	80
Cc1cc(N(CCCl)CCCl)ccc1/C=N\NC(=O)c1ccncc1	60	93	56	90	83	89	64	82	83
CN1CCC2(CC1)C(C#N)C(=O)NC(=O)C2C#N (stereo unspecified)	95	125	94	.	104	101	105	112	92
CC(=O)NC1CCSC1=O (stereo unspecified)	109&113	114&124	98&96	105&109	97&106	114&103	98&111	127&117	83&87
Oc1ccccc1-c1ccccc1	103&103	105&97	112&105	98&99	105	99&94	93&104	113&103	91
Cc1ccc(-c2nc3c(s2)CC[C@@]2(C)C3=CC[C@H]3[C@@H]4CC[C@H](O)[C@@]4(C)CC[C@@H]32)cc1	72	114	88	87	87	97	99	105	82
C[N+]1([O-])C2CCC1CC(OC(=O)C(O)c1ccccc1)C2 (stereo unspecified)	101	107	117	103	106	95	99	114	77
C1CN1CN1CC1	100	90	106	102	100	102	101	110	94

Not all compounds are listed; the hit share may differ from the screen's.
